Compound activity (PubChem BioAssay)
PAX8 reporter: lowers PAX8-driven luciferase in RMG-I cells. RMG-I TPO-luciferase reporter, SteadyGlo, 24 h. inhibition, % at 12.6 µM. 360,000 tested, 1.2% active. AID 652154;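 active means mean replicate inhibition at least 60% with every replicate also reaching 60%; inconclusive means only one of the two criteria is met; inactive means mean below 60% and not all replicates reaching 60%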;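 further: luciferase light reporting Pax8 driven TPO promoter activity; plate controls were median of neutral control wells for no effect and mitoxantrone controls for full effect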
miR-122 sensor: inhibitors of miR-122 in Huh7 cells; Huh7 miR-122 Renilla luciferase sensor, 48 h; neutral wells = 0, positive control = 100; 340,000 tested, 0.3% active; activation (reporter increase), % at 12.5 µM;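 active means mean replicate activation score at least 90 and every replicate individually at or above 90; inconclusive means only one of the two criteria met; inactive means neither criterion met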;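 further: higher luciferase means less miR-122 activity so hits act as miR-122 inhibitors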
GSIS activator: primary screen for activators of insulin secretion dependent on glucose, INS-1E cells, GLuc reporter luminescence; 370,000 tested, 0.61% active; AID 743287; INS-1E GLuc reporter insulin secretion, 2-3 h; activation, % at 16.6 µM;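 active means lowest replicate activation of at least 40%, so every replicate reaches that level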;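 further: 0% = median of neutral control wells and 100% = median of IBMX positive control wells; some compounds called inactive have numbers as strong as hits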
FN deposit inh: fibronectin deposition inhibition | inhibition, % at 12.6 µM | AH1F fibroblasts, Alexa488-fibronectin deposition fluorescence, overnight | 350,000 tested, 0.086% active;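 active means mean inhibition across replicates of 30% or more, regardless of how many single replicates reach that level; inconclusive means mean under 30% yet at least half of replicates reach 30%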;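 further: positive control wells lacked labelled fibronectin entirely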
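Assay system: AH1F fibroblast monolayer, labelled fibronectin deposition. Amount: 10000 cells per well. Also added: labelled fibronectin 24 nM. Compound: single-point pinned compound. Incubation: cell attachment 1 h, compound and FN exposure overnight. Detection: fluorescence after three HBSS washes, excitation 485 nm, emission 525 nm. Read-out: inhibition of fibronectin deposition signal.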
CFTR F508del cor: CFTR F508del correction in bronchial cells; CFBE cells, YFP halide quenching; stimulated with forskolin plus potentiator P3; % fluorescence drop versus neutral controls; activity (quench increase), % at 7.58 µM; 350,000 tested, 0.36% active;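 active means mean added fluorescence quench of at least 8% versus neutral control, with both replicates also reaching 8%; inconclusive means only one of the mean or replicate conditions met; inactive means mean below 8% and not both replicates reaching 8%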;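 further: cells transiently co-express mutant CFTR-F508del with the halide-sensitive YFP; corrector assay measuring rescue of mutant channel to the surface after 24 h compound exposure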
DENV2 CPE rescue: inhibitors of DENV2 cytopathic effect; DENV2-infected cells, cytopathic effect rescue, plate reader; CPE inhibition, % at 9.99 µM; 350,000 tested, 1.7% active; AID 651640; in the data active means CPE inhibition above about 20%, passing the limit was not always enough; inconclusive means no clear call, values can overlap the other calls; tested in BHK-21 cells;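 further: 0% = median of neutral control wells and 100% = median of positive control wells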
EWS-Fli inh: blocks EWS/Fli oncoprotein-driven transcription | A673 NR0B1-luciferase reporter, viability-normalised | inhibition, % at 12.6 µM | 350,000 tested, 0.67% active | AID 651661;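 active means mean inhibition of at least 50% after viability correction, with every replicate also passing that limit; inconclusive means mean reaches 50% but only one of two replicates passes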;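 further: firefly luciferase signal divided by Alamar Blue viability fluorescence both relative to DMSO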
Starred values were filed as active, the others as inactive; ? = inconclusive; . = not tested or not shown; [ ] = dose if it differs, or a comment.

Values in the order: PAX8 reporter | miR-122 sensor | GSIS activator | FN deposit inh | CFTR F508del cor | DENV2 CPE rescue | EWS-Fli inh
COC(=O)C1=NN(C(=O)c2cccc(Cl)c2)C(O)(C(C)(C)C)C1 (configuration not stated)
    14 | 3 | 28 | -2 | . | . | .
CC(=O)NC(=S)Nc1ccccc1N1CCCCC1
    -7 | . | -9 | 5 | . | . | .
COc1ccc(Cc2nc3ccc(C(=O)NC(C)c4cn(C)nc4C)cc3o2)cc1 (configuration not stated)
    9 | 13 | 10 | 8 | 0.2 | 6 | .
C=CCNC(=S)NN=C1CCCCCCC1
    7 | . | -6 | . | -0.1 | 1 | 21
O=C(CS(=O)(=O)Cc1ccccc1)NCc1ccco1
    5 | . | -15 | -3 | -1.7 | -3 | -6
COc1ccc(NC(=O)N2C[C@H](O)COC[C@H]3O[C@H](CC(=O)N4CCCCC4)CC[C@@H]32)cc1
    -4 | 9[16.7 µM] | 9 | 6 | 0.8 | -2 | -9
O=C(NCCN1CCN(c2ccccc2F)CC1)c1cccn2c(=O)c3ccccc3nc12
    -10 | -2 | . | 2 | . | . | .
CCn1c(SCC(=O)N(C)CC(=O)Nc2ccc(OC)cc2)nnc1-c1ccco1
    4 | -6 | 8 | -3 | 2.2 | 5 | -5
CC(C)Oc1ccc(CN2CCC(n3nccc3NC(=O)CCc3ccccc3)CC2)cc1
    7 | -5 | -35 | 9 | 0.9 | -3 | .
CN1C2=NCCN2C(=O)c2cc(Cl)ccc21
    25 | . | 15 | 18 | -0.6 | 2 | 0

Laid out differently: two of the compounds above.
Structure	PAX8 reporter	miR-122 sensor	GSIS activator	FN deposit inh	CFTR F508del cor	DENV2 CPE rescue	EWS-Fli inh
CC(C)Oc1ccc(CN2CCC(n3nccc3NC(=O)CCc3ccccc3)CC2)cc1	7	-5	-35	9	0.9	-3	.
CN1C2=NCCN2C(=O)c2cc(Cl)ccc21	25	.	15	18	-0.6	2	0

Next compounds
Values in the order: PAX8 reporter | miR-122 sensor | GSIS activator | FN deposit inh | CFTR F508del cor | DENV2 CPE rescue | EWS-Fli inh
CCCNC(=O)N[C@H]1C=C[C@@H](CC(=O)NCCc2ccccc2)O[C@@H]1CO
    -3 | . | 3 | -1 | 1.2 | -6 | -2
CC(C)NC(=O)Nc1ccc2c(c1)C(=O)N([C@H](C)CO)C[C@@H](C)[C@H](CN(C)C(=O)Nc1cccc3ccccc13)O2
    -4 | 0[16.7 µM] | 8 | . | 0.7 | -5 | .
O=C(NCCCO)c1cc2c([nH]c3ccccc32)c(-c2ccccc2)n1
    18 | 5 | -6 | 0 | -0.8 | -1 | -11
C[C@H](CO)N1C[C@H](C)[C@@H](CN(C)C(=O)Nc2ccc(C(F)(F)F)cc2)Oc2c(NC(=O)C3CC3)cccc2C1=O
    . | -4[16.7 µM] | -3 | . | 2.3 | -5 | -8
Cc1ccc(O)c(CNc2nccs2)c1
    -13 | 8 | 0 | -3 | 4.5 | 2 | -2
COc1cccc(NC(=O)Nc2ccc3c(c2)OCO3)c1
    . | 8 | -5 | 3 | 0.7 | 1 | -96
Cc1ccc(C23CC4CC(CC(C(=O)OCC(=O)NC5CCS(=O)(=O)C5)(C4)C2)C3)cc1 (configuration not stated)
    4 | -1 | 7 | -2 | . | . | .
Cc1cccc(N(C)C(=O)CCS(=O)(=O)c2cc3c(cc2Cl)NC(=O)CO3)c1
    -3 | 0 | 0 | 8 | 0.0 | 3 | -1
CCN(Cc1cc(=O)n2ccsc2n1)c1cccc2ccccc12
    27 | . | -12 | -13 | 0.3 | -7 | 1
Cc1ccc(NC(=O)c2nc[nH]c2C(=O)N2CCC(C)CC2)cc1
    -2 | -2 | . | -8 | 1.0 | . | -85
COCC#Cc1ccc2c(c1)O[C@@H](CN(C)C(C)=O)[C@@H](C)CN([C@H](C)CO)S2(=O)=O
    . | -4[16.7 µM] | 24 | -6 | -0.1 | -3 | 1
O=C(C[C@@H]1CC[C@H]2[C@@H](COC[C@@H](O)CN2C(=O)c2ccc(F)cc2)O1)N1CCCCC1
    -14 | -1[16.7 µM] | 8 | 5 | 2.1 | -3 | 2
O=C(NC1CCCCC1)c1ccccc1C(F)(F)F
    -9 | . | 3 | 3 | 0.5 | -4 | 12
O=C1/C(=C\c2ccco2)CCC/C1=C\c1ccco1
    -82 | -2 | -13 | -14 | . | . | .
C[C@H](CO)N1C[C@H](C)[C@@H](CN(C)S(=O)(=O)c2cn(C)cn2)Oc2ccc(NC(=O)Cn3cnnn3)cc2CC1=O
    -19 | 8[16.7 µM] | 13 | . | 2.5 | -6 | -3
C/C=C/c1ccc(OCCOCCNCc2ccccc2)c(OC)c1
    -4 | . | -19 | -2 | -2.5 | 17 | 10
COCCN(Cc1nc(C2(c3ccc(C)cc3)CCCC2)no1)C(C)C
    -15 | -4 | -38 | 0 | -0.7 | -5 | 16
CC(C)(C)c1cc(-c2n[nH]c(=S)n2-c2ccccc2F)n[nH]1
    12 | 0 | -14 | 3 | -0.3 | -2 | -14
CCOc1ccc(NC(=O)CN(C)C(=O)c2cc(-c3cccs3)nn2-c2ccccc2)cc1OCC
    -9 | -5 | 1 | 2 | 0.1 | 10 | 0
CN(C)S(=O)(=O)n1cnc([C@@H]2[C@@H]3C(=O)OC[C@@H]3C[C@]23N=CN(Cc2ccccc2)C3=O)c1
    4 | -1 | 0 | -6 | -0.5 | . | -22
O=C(CSc1nc2c(sc3ccccc32)c(=O)n1-c1ccccc1)NCc1ccco1
    12 | . | -29 | -1 | -4.2 | . | -6
COCCOC(=O)N1C(=O)[C@@]2(c3cc(C#CC4(O)CCCCCC4)ccc31)[C@H](c1ccc(OCCO)cc1)N1[C@H](c3ccccc3)[C@H](c3ccccc3)OC(=O)[C@H]1[C@@H]2C(=O)N1CCN(c2ncccn2)CC1
    8 | . | . | . | 0.2 | 1 | 5
O=C(C1CCCN1S(=O)(=O)c1ccc(Cl)cc1)N1CCN(c2ccccc2)CC1 (configuration not stated)
    5 | -1 | 10 | -9 | -2.7 | ? | 8
O=C(C[n+]1ccccc1)N/N=C/c1ccccc1Cl
    -7 | -5 | 0 | -1 | 1.2 | -2 | -5
CCc1c(C(=O)OC)nnc2cc(C)nn12
    1 | -1 | 12 | . | . | . | .
CCC(=O)Nc1ccc(S(=O)(=O)N2CCc3ccccc32)cc1
    7 | 3 | -11 | -1 | 1.1 | -5 | 11
CC(=O)Nc1ccc(SCC(=O)OCC(=O)NC(=O)NC2CCCC2)cc1
    13 | 1 | -16 | -2 | 0.5 | 3 | 0
COc1ccccc1CN1C[C@@H]2C[C@@H](c3ccccc3OC)N3CCC[C@@]23C1=O
    -5 | -3 | 7 | -4 | -0.4 | 4 | 3
COc1ccc(-n2nc(C(=O)Nc3cc(OC)c(OC)c(OC)c3)c3ccccc3c2=O)c(OC)c1
    7 | . | 6 | -1 | 0.4 | . | 7
COc1ccc(NC(=O)C2CCCN(S(=O)(=O)c3cccc4nonc34)C2)cc1 (configuration not stated)
    . | 12 | -3 | . | -0.1 | -2 | 0
Cc1cc[n+](CC(=O)Nc2nc3ccccc3s2)cc1
    -16 | . | 6 | -5 | 1.0 | -6 | -11
COc1ccc(-c2c(C(=O)O)c(-c3ccccc3)cn2C)cc1
    -44 | -6 | 2 | 6 | -2.7 | . | -42
Cc1occc1C(=O)NNC(=O)c1ccccc1C(=O)O
    -29 | -6 | -7 | -8 | -1.9 | -1 | -18
COc1ccc(-c2c(NC(=O)c3ccco3)n(-c3ccc(C)cc3)nc(C)c2=O)cc1
    11 | -3 | -6 | -9 | -0.1 | -1 | -5
O=C(CCc1ccc(S(=O)(=O)NCc2ccccc2)cc1)NCc1cccnc1
    127* | 2 | 17 | 5 | -0.1 | 3 | -3
COc1ccc2c([N+](=O)[O-])c(Cl)[nH]c2c1
    6 | . | 16 | -5 | 4.2 | -4 | 5
CN1[C@H](C(=O)N2CCCCC2)[C@@H](CO)[C@@H]2Cn3c(ccc(/C=C/c4ccccc4)c3=O)[C@@H]21
    1 | 1[16.7 µM] | -10 | . | 1.4 | 7 | 8
COc1ccc(C(C)(O)c2nc(-c3ccccc3C)cs2)cc1 (configuration not stated)
    29 | 14 | -24 | 9 | -2.6 | 8 | 60*
COc1cc(/C=N/NC(=O)c2ccc(F)cc2)ccc1OC(=O)c1ccco1
    -32 | . | -11 | 0 | . | 5 | -27
Cc1noc(C)c1C(=O)OCC(=O)NC(=O)NC12CC3CC(CC(C3)C1)C2
    . | -6 | 5 | -2 | . | . | .

The last 6 records of the section above open the next one:
Values in the order: PAX8 reporter | miR-122 sensor | GSIS activator | FN deposit inh | CFTR F508del cor | DENV2 CPE rescue | EWS-Fli inh
O=C(CCc1ccc(S(=O)(=O)NCc2ccccc2)cc1)NCc1cccnc1
    127* | 2 | 17 | 5 | -0.1 | 3 | -3
COc1ccc2c([N+](=O)[O-])c(Cl)[nH]c2c1
    6 | . | 16 | -5 | 4.2 | -4 | 5
CN1[C@H](C(=O)N2CCCCC2)[C@@H](CO)[C@@H]2Cn3c(ccc(/C=C/c4ccccc4)c3=O)[C@@H]21
    1 | 1[16.7 µM] | -10 | . | 1.4 | 7 | 8
COc1ccc(C(C)(O)c2nc(-c3ccccc3C)cs2)cc1 (configuration not stated)
    29 | 14 | -24 | 9 | -2.6 | 8 | 60*
COc1cc(/C=N/NC(=O)c2ccc(F)cc2)ccc1OC(=O)c1ccco1
    -32 | . | -11 | 0 | . | 5 | -27
Cc1noc(C)c1C(=O)OCC(=O)NC(=O)NC12CC3CC(CC(C3)C1)C2
    . | -6 | 5 | -2 | . | . | .
CSCCC(NC(=O)COc1ccccc1)C(=O)N1CCC(C(N)=O)CC1 (configuration not stated)
    -9 | -3 | 16 | -8 | 1.6 | -3 | 1
O=c1cc(CN2CCOCC2)c2ccc(O)c(O)c2o1
    15 | -2 | 7 | 0 | 0.8 | ? | 6
Cc1ccc(C(OCC(O)CNC(C)c2ccccc2)c2ccccc2)cc1 (configuration not stated)
    30 | . | 79 | -5 | 0.9 | 5 | 14
COc1cc(Cn2c3ccc(NC(=O)CCc4cccnc4)cc3c(=O)n2C)ccc1F
    8 | 6 | 6 | 6 | 1.5 | -8 | 1
CCCn1c(C)cc(/C=C(\C#N)C(=O)O)c1C
    14 | -6 | -26 | -1 | 1.7 | -1 | -2
CC(C)(C)c1ccc(C(=O)Nc2ccc(CN3CCS(=O)(=O)CC3)cc2)cc1
    6 | -8 | -6 | -4 | -0.1 | 12 | -13
COc1cc(C2C(C(=O)/C=C/c3ccccc3)=C(O)C(=O)N2c2ccccn2)ccc1O (configuration not stated)
    7 | -4 | 15 | 2 | -2.6 | -3 | -42
Cc1cc(C)c2nc3nc(C)c(C)cc3c(N)c2c1
    -2 | 12 | 6 | 1 | 6.9 | . | 43
COC(=O)C1C2C=CC3(CN(C(C)C)C(=O)C13)O2 (configuration not stated)
    3 | . | 12 | 16 | 0.2 | 3 | 7
CCCCNc1nc2c(c(=O)n(C)c(=O)n2C)n1CCC
    7 | -2 | 8 | -2 | -1.9 | ? | -2
COCCNC(=O)C[C@H]1CC[C@H]2[C@H](COc3ccc(NC(=O)c4cc(C)on4)cc3C(=O)N2C)O1
    -4 | 16[16.7 µM] | 8 | -3 | 0.0 | 3 | 4

Hits appear at their usual frequency; overall some 3.9% were active at least once.
